S-ASM inh = blocks human secretory acid sphingomyelinase | 0.006% of 340,000 active | placental ASM, HMU-PC fluorogenic substrate, 60 min | Potency, µM (series often up to 57.5 µM), without a hit: at the highest dose activity change, negative = inhibition, most hits filed as inhibitors; active = well fitted inhibition curve with a large enough effect; inconclusive = small, poorly fitted or top-dose-only effect; inactive = no such curve, though single readings can be large or run the other way; note: potency is the fitted concentration of half-maximal effect
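Human placenta-derived ASM enzyme was preincubated with compound for 10 minutes at room temperature, then given fluorogenic substrate HMU-PC0 (9 uM final) for 60 minutes at 37 °C; a pH 10 stop preceded fluorescence reading at Ex 386/Em 447 nm.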
KCNH2 WT inh = inhibitors of human wildtype KCNH2 potassium channel | Q12809 | U2OS, BacMam KCNH2, thallium flux FluxOr; hits give low values | activity change, % at 1.84 µM | 0.37% of 340,000 active;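 active = maximum activity change below -70%; inconclusive = maximum activity change between -70% and -50%; inactive = maximum activity change above -50%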; note: % is set by controls: 0 for no effect and ±100 for the full control effect
Target sequence (Q12809 whole entry, looked up): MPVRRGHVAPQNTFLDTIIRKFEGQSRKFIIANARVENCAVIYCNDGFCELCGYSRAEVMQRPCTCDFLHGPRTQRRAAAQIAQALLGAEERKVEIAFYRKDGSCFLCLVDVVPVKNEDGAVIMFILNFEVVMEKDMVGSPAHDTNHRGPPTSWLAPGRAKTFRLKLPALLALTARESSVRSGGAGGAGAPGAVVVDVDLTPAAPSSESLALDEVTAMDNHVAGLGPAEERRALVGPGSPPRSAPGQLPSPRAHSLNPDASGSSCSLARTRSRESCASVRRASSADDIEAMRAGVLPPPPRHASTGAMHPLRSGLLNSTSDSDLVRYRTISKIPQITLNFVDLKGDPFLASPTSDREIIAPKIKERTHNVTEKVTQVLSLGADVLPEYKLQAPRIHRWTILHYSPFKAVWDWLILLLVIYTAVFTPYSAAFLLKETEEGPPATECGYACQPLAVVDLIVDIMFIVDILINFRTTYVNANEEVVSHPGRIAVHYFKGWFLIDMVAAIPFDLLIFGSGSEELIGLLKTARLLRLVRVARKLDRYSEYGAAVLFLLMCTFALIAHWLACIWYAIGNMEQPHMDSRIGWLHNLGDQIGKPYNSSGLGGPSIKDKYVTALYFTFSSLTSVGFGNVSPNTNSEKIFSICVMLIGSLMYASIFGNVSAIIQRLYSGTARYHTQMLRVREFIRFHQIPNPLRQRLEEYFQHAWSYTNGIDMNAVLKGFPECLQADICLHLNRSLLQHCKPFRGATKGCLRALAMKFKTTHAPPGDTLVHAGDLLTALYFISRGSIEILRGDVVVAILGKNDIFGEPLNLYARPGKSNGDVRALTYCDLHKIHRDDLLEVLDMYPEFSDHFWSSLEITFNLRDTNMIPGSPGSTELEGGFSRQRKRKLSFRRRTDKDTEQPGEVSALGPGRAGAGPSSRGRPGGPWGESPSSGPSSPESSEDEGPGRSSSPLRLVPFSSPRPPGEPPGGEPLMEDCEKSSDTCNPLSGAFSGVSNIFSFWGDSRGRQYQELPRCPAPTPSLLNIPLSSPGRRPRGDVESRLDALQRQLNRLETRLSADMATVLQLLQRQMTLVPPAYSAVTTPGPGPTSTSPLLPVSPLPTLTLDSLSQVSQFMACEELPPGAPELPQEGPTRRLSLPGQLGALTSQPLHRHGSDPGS
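U2OS cells transduced with wild-type KCNH2 virus are loaded with FluxOr dye for 45 min, and thallium flux is measured in kinetic reads before and after stimulation buffer. Rate constants are normalized to DMSO controls.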
* hit, by the source's call; i = inactive; ? = inconclusive; [ ] = dose if it differs, or a comment. The list is partial. The share of hits here may be higher or lower than overall.

Sequence of screens – KCNH2 WT inh	S-ASM inh
1: COc1ccc(C(=O)COC(=O)[C@H](C)NS(=O)(=O)c2ccc(NC(C)=O)cc2)cc1OC
  0	3%
2: COc1ccc(CNC(=O)C2CCCC2)cc1
  -17	3%
3: COc1ccc2c(c1)C(=O)Nc1cc(Cl)ccc1N2
  -15	3%
4: O=[N+]([O-])c1cc2ccccc2nc1-c1ccccc1
  -9	0%
5: c1ccc(CCc2cccnc2)cc1
  -5	-1%
6: O=C(O)C(C=C(Cl)Cl)N1CCOCC1 (stereo not given)
  -8	11%
7: CC(C)=CCC12Oc3cc(O)ccc3C1(O)Oc1cc(O)c([C@H]3C=C(C)CC(c4ccc(O)cc4O)[C@H]3C(=O)c3ccc(O)cc3O)c(O)c1C2=O (stereo not given in full)
  2	?
8: COc1ccc(C2c3cc(OC)c(OC)cc3CC3C(=O)OCC32)cc1OC (stereo not given)
  -3	-3%
9: O=C(OCc1ccccc1)N1C=CC2CC1c1c(Cl)cccc12 (stereo not given)
  0	4%
10: CCOC(=O)c1ccccc1N/C=C/C(=O)c1ccccc1
  -8	82%[activator]
11: COc1cccc(NC(=S)NC(=O)Cc2ccccc2)c1
  -2	-6%
12: CN(/N=C/c1ccccc1)C(=S)c1ccccc1
  -6	-9%
13: CN(Cc1ccccc1)C(=O)c1cccc(NC(=O)Cc2ccc(NC(=O)C3CCN(C(=O)C4CCC4)CC3)cc2)c1
  -8	0%
14: CC(C)CCC1(CCO)C(=O)N=C(N)NC1=O (stereo not given)
  2	1%
15: CC(C)(C)NCCC(O)c1cc(C(F)(F)F)nc2c(C(F)(F)F)cccc12 (stereo not given)
  3	-8%
16: NC(=NCCc1ccccc1)NC(=O)c1cc(Cl)ccc1O
  5	224%[activator]
17: CCc1nc(N2CCN(S(=O)(=O)c3ccc(Br)cc3)CC2)c2c(C)c(C)sc2n1
  -25	-2%
18: O=C1CCC[C@@H]2C[C@@]3(C[C@@H]4CCN1[C@H]24)Nc1cc(Cl)c(Cl)cc1NC3=NCc1ccccc1
  -3	-10%
19: O=[N+]([O-])c1ccc(N/N=C/C=C/c2ccco2)cc1
  -35	-4%
20: Cn1cc(C[C@H](NC(=O)OC(C)(C)C)C(=O)N[C@H](CO)Cc2ccccc2)c2ccccc21
  2	1%
21: CCCCNC1=CC(=O)C(NCCCC)=CC1=O
  -2	-3%
22: O=C(O)c1cnnc2ccccc12
  8	3%
23: CCC(=O)N1CCc2cc(Br)c(S(=O)(=O)NCCN3CCCCC3CC)cc21 (stereo not given)
  6	1%
24: CCOC(=O)N1C2c3ccccc3C(c3ccccc32)N1C(=O)OCC
  -5	8%
25: Cc1cc(Br)cc2c1N(C)C(=O)C2(c1ccc(O)cc1)c1ccc(O)cc1
  -21	-8%
26: Oc1ccc(Cl)cc1CNC1CCCCC1
  6	3%
27: CSc1cnnc2ccccc12
  40	0%
28: COc1cccc(C(=O)Nc2cc(S(=O)(=O)N3CCOCC3)ccc2N2CCOCC2)c1
  -1	0%
29: Cc1ccc(NC(=O)C2CCCC2)c(Br)c1
  -7	3%
30: COc1ccc2cc(C(c3nnnn3C3CCCCC3)N3CCCCCC3)c3nnnn3c2c1 (stereo not given)
  -8	-4%
31: O=C1C=C(NS(=O)(=O)c2ccccc2)C(=O)c2ccccc21
  -15	-2%
32: CC(=O)N/C(=C/c1ccc2c(c1)OCO2)C(=O)NC(Cc1ccccc1)C(=O)O (stereo not given)
  -3	1%
33: OC(CCN1CC2CCC(CC2)C1)(Cc1ccccc1)c1ccco1 (stereo not given)
  17	5%
34: CC1C(c2ccc3c(c2)OCO3)c2cc3c(cc2OC1N1CCOCC1)OCO3 (stereo not given)
  0	-1%
35: N#CC(C#N)=Cc1c[nH]c(=O)c(C#N)c1Nc1ccccc1
  -11	473%[activator]
36: Cn1c2ccccc2c2nnc(N/N=C/c3ccc(O)cc3)nc21
  -1	-9%
37: CN(CC(=O)Nc1cccc(F)c1)CC(=O)Nc1cccc(S(=O)(=O)N(C)c2ccccc2)c1
  10	-12%
38: O=[N+]([O-])c1ccc(-c2cn3ccccc3n2)cc1
  -5	-1%
39: CC(=NNC(=O)CSCC(=O)NN=C(C)c1ccccc1)c1ccccc1
  -1	0%
40: Cn1c(N2CCN(c3ccccn3)CC2)nc2c1c(=O)n(Cc1ccccc1Cl)c(=O)n2C
  -11	2%
41: Cn1c(=O)c2[nH]c(C3CC4CCC3C4)nc2n(C)c1=O (stereo not given)
  5	9%
42: CC(=O)N[C@@H](Cc1c[nH]c2ccccc12)C(=O)OCC(=O)Nc1cc(C)on1
  1	3%
43: O=C(O)Cc1ccc(O)cc1
  -15	3%
44: NC(=O)c1nccc2ccccc12
  -14	7%
45: Cc1ccnc(NC(=O)c2cccc(NC(=O)c3ccc(Cl)c(Cl)c3)c2)c1
  -2	-11%
46: O=C(NC1CC1)C1=C[C@@H](C2CC2)C[C@@H](OCCCCO)O1
  6	-1%
47: O=C1NC(=O)C2(Br)Nc3ccc(Br)cc3C(=O)C2N1 (stereo not given)
  4	-3%
48: CCN1C[C@@H]2[C@@H]3C(=O)N(C)C(=O)[C@@H]3[C@](Cc3ccccc3)(C1=O)N2C(=O)c1ccc(Br)cc1
  25	-2%
49: COc1ccccc1C(NC(C)=O)c1c(O)ccc2ccc(O)cc12 (stereo not given)
  -1	-1%
50: CCCNC(=O)c1onc(CSc2ccc(Cl)cc2)c1C(=O)NCCOC
  5	0%
51: COc1ccc(Cl)cc1-c1nc(-c2ccc(NC(=O)c3ccncc3)cc2)no1
  3	-2%
52: Cc1ccc2nc(-c3ccc(NC(=S)NCCC(C)C)cc3)sc2c1
  -4	196%[activator]
53: C[C@]12CC[C@@H]3c4ccc(O)cc4CC[C@H]3[C@@H]1CC[C@@H]2OC(=O)CCC1CCCC1
  8	4%
54: CCOC(=O)C1=C(C)N(CCCC(=O)O)C(=O)NC1c1cccc(OC)c1 (stereo not given)
  4	3%
55: CCCCS(=O)(=O)NC1=NCN(CCOC(=O)c2ccccc2)CN1
  -29	-3%
56: O=C(NNC(=O)c1ccncc1)Nc1ccc(Br)cc1
  0	2%
57: Cc1c(NC(=O)Nc2cc(F)c(F)cc2Cl)c(=O)n(-c2ccccc2)n1C
  4	-6%
58: N#CC1(C(N)=O)OC12CCS(=O)(=O)c1ccccc12 (stereo not given)
  2	0%
59: CCN(CC(=O)Nc1ccc(NC(C)=O)cc1)C(=O)c1c(C)nn(Cc2ccc(C)cc2)c1Cl
  2	-3%
60: O=C1c2ccccc2C(=O)N1OCCCN1C(=O)c2ccccc2S1(=O)=O
  -9	1%

Profiles as entered above. Order of values: KCNH2 WT inh	S-ASM inh
O=C(NC1CC1)C1=C[C@@H](C2CC2)C[C@@H](OCCCCO)O1 is entered as 6	-1%
CCCCS(=O)(=O)NC1=NCN(CCOC(=O)c2ccccc2)CN1 is entered as -29	-3%

Carrying on.
Sequence of screens – KCNH2 WT inh	S-ASM inh
61: Cc1nnc(SCCn2c(N(C)Cc3ccccc3)nc3c2c(=O)n(C)c(=O)n3C)s1
  -10	-3%
62: COC(=O)C12OCC34C(CC5C(C)=C(O)C(=O)CC5(C)C3C(O)C1O)OC(=O)C(OC(=O)C=C(C)C)C24 (stereo not given)
  1	0%
63: CCN(CC)S(=O)(=O)c1cccc(C(=O)NC(C(=O)NNC(=O)c2ccccc2F)C(C)C)c1 (stereo not given)
  2	3%
64: CN(C)CCNc1ccc(CO)c2sc3ccc(O)cc3c(=O)c12
  16	-10%
65: O=c1oc2ccc3ccccc3c2cc1-c1nc2ccccc2o1
  12	i
66: O=S(=O)(Oc1ccccc1)c1ccc(Cl)c(Cl)c1
  -7	-1%
67: CC(C)OC(=O)C1OC1(C)c1ccccc1 (stereo not given)
  -8	2%
68: Cc1cccc(CCNS(=O)(=O)c2ccc(S(=O)(=O)N3CCC(C)CC3)cc2)c1
  -6	4%
69: CN(N=O)c1ccc(CC2CCc3ccccc32)cc1 (stereo not given)
  -1	-3%
70: CC(C)(C)c1cc(NC(=O)c2cccs2)no1
  -6	-2%
71: COc1ccc(NC(=O)CCCNC(=O)c2ccc(Cl)cc2)cc1S(=O)(=O)N1CCCCC1
  -11	3%
72: CCC(C(=O)Nc1cc(C)cc(C)n1)c1ccccc1 (stereo not given)
  1	5%
73: COc1cc(C=O)ccc1OCCOCCOc1ccc(Cl)cc1Cl
  -29	-3%
74: CCCC(=O)NC1=C(Cl)C(=O)c2ccccc2C1=O
  -7	0%
75: COc1ccccc1C(CNC(=O)CCNS(=O)(=O)c1ccc(Br)cc1)N1CCCC1 (stereo not given)
  13	17%
76: Cc1cccc(NC2(C(=O)O)CCCC2)c1
  -1	0%
77: Cc1ccccc1C(=O)NCC(=O)c1ccccc1
  -21	2%
78: CC(C)C[C@@H](CNCC(=O)[C@H](Cc1ccccc1)NC(=O)c1[nH]cnc1C(=O)N[C@H](CN)CC(C)C)NC(=O)c1nc[nH]c1C(=O)N[C@@H](CC(=O)O)C(=O)O
  -16	16%
79: C#CCOCCOCCOCCNc1nc(N2CCN(C(=O)[C@H](C(C)C)n3cc(CCO)nn3)CC2)nc(N2CCN(C(=O)[C@H]([C@@H](C)CC)n3cc(CCC(=O)O)nn3)CC2)n1
  -3	8%
80: CCOC(=O)c1ccc2c(c1)nc(C)n2CC
  12	-1%
81: CCOc1ccc(OCC(=O)Nc2cccc(S(=O)(=O)NC3=NCCC3)c2)cc1
  -1	-4%
82: CCOc1ccccc1NC(=O)c1cccnc1
  5	3%
83: O=C(C=Cc1ccco1)c1ccc2ccccc2c1
  -6	-3%
84: Cc1sc2ncnc(N3CCN(S(=O)(=O)c4ccc(Br)cc4)CC3)c2c1C
  22	-11%
85: Cc1c(-c2ccccc2Br)nc2ccccc2c1C(=O)O
  10	5%
86: N#Cc1ccccc1N/C=C/C(=O)c1ccc(Cl)cc1
  -3	23%
87: c1ccc(COc2ncnc3c2ncn3CCCNCC2CCCO2)cc1 (stereo not given)
  18	-3%
88: ClC(CCN1CCN(Cc2ccccc2)CC1)c1ccccc1 (stereo not given)
  11	4%
89: CC(C)CN(C(=O)COC(=O)c1cc2ccccc2cc1O)c1c(N)n(Cc2ccccc2)c(=O)[nH]c1=O
  1	21%
90: CN(Cc1ccc(Cl)cc1Cl)C(=O)c1cccc(S(=O)(=O)NCc2ccccc2)c1
  9	-13%

3 structures already listed, sorted by formula weight, lowest first.
Sequence of screens – KCNH2 WT inh	S-ASM inh
88: ClC(CCN1CCN(Cc2ccccc2)CC1)c1ccccc1 (stereo not given)
  11	4%
84: Cc1sc2ncnc(N3CCN(S(=O)(=O)c4ccc(Br)cc4)CC3)c2c1C
  22	-11%
89: CC(C)CN(C(=O)COC(=O)c1cc2ccccc2cc1O)c1c(N)n(Cc2ccccc2)c(=O)[nH]c1=O
  1	21%

(further entries)
Sequence of screens – KCNH2 WT inh	S-ASM inh
91: O=C(NCCOc1ccccc1)C1Nc2ccc(C(F)(F)F)cc2C2c3ccccc3CC12 (stereo not given)
  -10	-15%
92: Cc1cc(Cl)c(OCCOCCN2CCNCC2)c(Cl)c1
  1	0%
93: O=C1NC(Cc2ccccc2)C(=O)N1Cc1ccccc1 (stereo not given)
  -3	-2%
94: Cc1ccc(-n2nnc(-c3cccnc3)n2)cc1
  1	4%
95: Cc1nc(C(=O)Nc2ccc(Cl)cc2)sc1C1(C)CC(c2cccc([N+](=O)[O-])c2)=NO1 (stereo not given)
  1	-14%
96: Nc1ccc2c(c1)C(=O)c1ccc(N)cc1-2
  3	-5%
97: Cc1ccc2nc(SCC(=O)N3CCCc4ccccc43)nc(=O)n2c1
  1	4%
98: CCCCNC(=O)COC(=O)c1c2c(nc3ccccc13)/C(=C\c1cccs1)CC2
  1	276%[activator]
99: O=C(O)c1ccc2c(c1)[C@@H]1C=CC[C@@H]1[C@H](c1ccccn1)N2
  3	-19%
100: O=C(COc1nnc2ccccn12)N1CCN(S(=O)(=O)c2ccccc2)CC1
  -5	1%
101: CCN1C[C@@H]2[C@@H]3C(=O)N(Cc4ccccc4)C(=O)[C@@H]3[C@](C)(C1=O)N2C(=O)c1ccc(F)cc1
  4	1%
102: CSc1nc2c(c(-c3ccccc3)c1C#N)CCC2
  0	-1%
103: CCCn1c(=O)n(C)c(=O)c2c(SCc3cc(C(C)=O)ccc3OCC)nc(C3CC3)nc21
  8	-10%
104: COc1ccc2c(c1)C(=O)CC(c1ccccc1)O2 (stereo not given)
  -1	151%[activator]
105: COc1ccc(C(=O)c2cc(OC)c(OC)c(OC)c2)cc1OC
  1	-3%
106: COc1ccc(-c2nnc(COc3ccc(Br)cc3C)o2)cc1
  13	-15%
107: c1ccc(C(=C2CCCO2)c2ccccc2)cc1
  1	-1%
108: COc1ccccc1N(C)S(=O)(=O)c1ccc(C(=O)NCC(c2ccco2)N2CCCCC2)cc1 (stereo not given)
  4	3%
109: O=C1c2cccc3c2N(CCC3)C(=O)C1(F)c1ccccc1 (stereo not given)
  -3	4%
110: C#CCOCCOCCOCCNc1nc(N2CCN(C(=O)Cn3cc(CCO)nn3)CC2)nc(N2CCN(C(=O)Cn3cc(CC(C)O)nn3)CC2)n1 (stereo not given)
  -10	21%
111: COc1ccccc1NS(=O)(=O)c1ccc(C)c(NS(=O)(=O)c2cc(NC(C)=O)ccc2OC)c1
  3	3%
112: CN1C[C@@H]2[C@@H]3C(=O)N(C)C(=O)[C@@H]3[C@](C)(C1=O)N2C(=O)c1ccc(Cl)cc1
  -4	3%

From no. 107 as far as 109, copied from above:
Sequence of screens – KCNH2 WT inh	S-ASM inh
107: c1ccc(C(=C2CCCO2)c2ccccc2)cc1
  1	-1%
108: COc1ccccc1N(C)S(=O)(=O)c1ccc(C(=O)NCC(c2ccco2)N2CCCCC2)cc1 (stereo not given)
  4	3%
109: O=C1c2cccc3c2N(CCC3)C(=O)C1(F)c1ccccc1 (stereo not given)
  -3	4%

Source: PubChem BioAssay
